High-throughput results as filed in PubChem BioAssay.
SENP7 block: blocks the human protease SENP7; Q9BQF6; recombinant SENP7, Z-RLRGG-aminoluciferin luminescence, 40 min; inhibition, % at 5 µM; hit rate 1.5% among 330,000;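 active = inhibition above about 50% at the single test dose, limit read from the data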;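 note: plate controls were DMSO with enzyme for no effect and no enzyme buffer wells for full effect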
Apaf1 inhib: blocks human Apaf-1 apoptosome activity | reconstituted apoptosome caspase-3 activity, DEVD-Rh110 fluorescence | inhibition, % at 20 µM | hit rate 0.71% among 330,000; active = inhibition of at least 40% at 20 µM;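 note: plate controls were DMSO wells for no effect and DEVD-CHO caspase inhibitor wells for full effect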
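Material: reconstituted apoptosome with Apaf-1, cytochrome c, caspase-9, procaspase-3, dATP. Technique: Rh110 fluorescence intensity. Buffer or medium: pH 7.5 Hepes buffer with CHAPS, BSA, DTT. Times: 30 min plus 50 min, RT.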
SENP1 inh: inhibitors of human SENP1 SUMO protease catalytic domain | Q9P0U3 | recombinant SENP1 catalytic domain, CyPet-SUMO1-YPet FRET cleavage | inhibition, % at 10 µM | hit rate 0.21% among 360,000;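 active = inhibition at least 30% at 10 µM, raw YFP signal under a set limit, fluorescence ratio 0.5 to 1.5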;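 note: 0% = enzyme with DMSO and 100% = no enzyme wells; some results filed as inactive read as strong as hits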
Target sequence (Q9P0U3 419-644 limits assumed): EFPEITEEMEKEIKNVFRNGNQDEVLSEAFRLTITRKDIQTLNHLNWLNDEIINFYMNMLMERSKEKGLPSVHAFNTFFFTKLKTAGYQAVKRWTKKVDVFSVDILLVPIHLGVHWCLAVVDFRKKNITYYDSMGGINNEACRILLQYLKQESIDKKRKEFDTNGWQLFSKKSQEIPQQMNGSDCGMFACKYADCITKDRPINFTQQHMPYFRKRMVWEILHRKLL
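System: Recombinant human SENP1 catalytic domain, His6-tagged | Incubation: Enzyme reaction for 50 min at room temperature, dark | Medium: Tris pH 8 with BME, BSA, NP40 and catalase | Also added: 25 nM SUMO1 FRET substrate | Compound: 10 µM single point, 0.5% DMSO | Measured by: FRET fluorescence in CFP and YFP emission channels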
UBC13 inh: human UBC13 polyubiquitination inhibition | P61088 | UBC13 polyubiquitin chain formation, TR-FRET | inhibition, % at 20 µM | hit rate 0.47% among 330,000; in the data active = inhibition above about 45%, passing the limit was not always enough
Target sequence (P61088 whole entry, looked up): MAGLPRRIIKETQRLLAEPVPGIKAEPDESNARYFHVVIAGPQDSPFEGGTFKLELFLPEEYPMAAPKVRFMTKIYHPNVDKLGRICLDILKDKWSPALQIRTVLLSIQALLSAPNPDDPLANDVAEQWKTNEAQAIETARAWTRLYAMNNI
SENP8 block-1: SENP8 (human) protease inhibition. Q96LD8. recombinant SENP8, Nedd8 substrate fluorescence. inhibition, % at 20 µM. hit rate 0.64% among 360,000. AID 602440; in the data active = inhibition mostly above about 40%, no sharp cut-off; inactive = mostly below about 27%
Target sequence (Q96LD8 whole entry, looked up): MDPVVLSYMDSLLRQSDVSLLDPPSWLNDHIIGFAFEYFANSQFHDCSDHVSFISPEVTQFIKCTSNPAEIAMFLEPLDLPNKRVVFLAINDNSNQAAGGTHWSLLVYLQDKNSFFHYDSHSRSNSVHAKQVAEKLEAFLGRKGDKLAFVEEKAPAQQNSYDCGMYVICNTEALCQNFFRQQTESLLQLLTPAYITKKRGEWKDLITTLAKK
SENP6 inh: inhibitors of human SENP6 protease; Q9GZR1; Recombinant SENP6 catalytic domain, aminoluciferin luminescence; inhibition, % at 10 µM; hit rate 1.8% among 330,000; AID 2599;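 active = inhibition above about 50% at the single tested dose, limit read from the data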;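 note: plate controls were DMSO wells with enzyme for no effect and DMSO wells lacking enzyme for full effect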
SENP8 block-2: inhibitors of human SENP8 protease; inhibition, % at 10 µM; hit rate 1.2% among 330,000; AID 2540; Q96LD8; purified SENP8, Z-RLRGG-aminoluciferin cleavage, luminescence; in the data active = inhibition above about 50%
A3G deaminase: APOBEC3G (human) deaminase inhibition; recombinant A3G, ssDNA deamination FAM/TAMRA fluorescence; inhibition, % at 20 µM; hit rate 0.28% among 330,000; AID 493012;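 active = inhibition of at least 40% at 20 µM, with no more than 30% in the related APOBEC3A deaminase screen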;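 note: plate controls were DMSO wells with A3G for no effect and wells lacking A3G enzyme for full effect; some compounds called inactive have numbers as strong as hits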
Target sequence (Q9HC16 whole entry, looked up): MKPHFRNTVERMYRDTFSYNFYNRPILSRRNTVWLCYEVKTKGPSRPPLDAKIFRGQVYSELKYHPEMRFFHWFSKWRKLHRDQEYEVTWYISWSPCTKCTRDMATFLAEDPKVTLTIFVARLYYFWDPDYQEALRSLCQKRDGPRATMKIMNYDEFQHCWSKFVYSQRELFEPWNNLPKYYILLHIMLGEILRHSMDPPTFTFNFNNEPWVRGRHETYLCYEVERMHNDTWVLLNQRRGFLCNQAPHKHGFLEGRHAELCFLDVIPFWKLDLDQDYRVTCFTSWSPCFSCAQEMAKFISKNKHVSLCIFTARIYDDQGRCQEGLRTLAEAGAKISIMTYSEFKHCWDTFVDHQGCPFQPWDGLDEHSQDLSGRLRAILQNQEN
* marks the source's active call; other numbers are inactive results; . = not tested or not shown. No enrichment for hits. About 3.6% of those tested had a hit in this group.

SMILES	SENP7 block	Apaf1 inhib	SENP1 inh	UBC13 inh	SENP8 block-1	SENP6 inh	SENP8 block-2	A3G deaminase
CC[C@]12c3[nH]c4cc(-c5ccco5)ccc4c3CCN1C(=O)[C@@H](CC(=O)NCc1ccc(OC)c(OC)c1)C[C@@H]2C(=O)N1CCN(C(=O)C2CC2)CC1	8	18	-18	.	-372	.	.	1
CC(C)C(=O)Nc1nnc(SCC(=O)N2c3ccccc3CC2C)s1 (stereo unspecified)	9	10	1	2	17	6	4	-1
Nc1nc(CSc2nnc(-c3cccc(F)c3)n2-c2ccccc2)nc(N2CCOCC2)n1	2	2	-1	-5	4	-12	-5	-1
Cc1cccc(N(C(=O)CNC(=O)c2ccco2)C(C(=O)NC2CCCC2)c2ccncc2)c1C (stereo unspecified)	1	-5	-2	6	7	16	-5	-7
CCCN1C(=O)/C(=C/c2c(NCCCOC(C)C)nc3c(C)cccn3c2=O)SC1=S	5	-4	63	-20	16	12	1	-8
CN1C(=S)SC(N2OC3C(=O)N(c4ccccc4)C(=O)C3C2c2ccc(Cl)cc2)C1(C)C (stereo unspecified)	10	1	1	1	26	12	3	-7
Cc1ccc(C(=O)N/C(=C\c2cn(S(=O)(=O)N(C)C)c3ccccc23)C(=O)NCCN2CCOCC2)cc1	3	9	-6	-2	6	-18	2	3
O=C(CN1CC(=O)Oc2ccccc21)OCC(=O)c1ccccc1	5	-9	3	-38	6	-23	-3	-3
COc1ccc(C)cc1-n1nnnc1SCC(=O)NC(=O)NCc1ccco1	1	2	-2	2	-4	2	0	10
Cc1cccc(OCC(=O)Nc2ccc3c(C)cc(=O)oc3c2)c1	7	4	3	-5	-404	-18	-2	-5
CCOc1ccc(N(CC(=O)NCc2ccc(OC)cc2)C(=O)CCC(=O)Nc2nccs2)cc1	-7	16	0	-13	20	-17	5	-2
O=C(NCN1CCCCC1)c1cnccn1	0	2	3	-5	7	5	6	2
CCN(c1ccccc1)S(=O)(=O)c1ccc(C(=O)N2CC(C)CC(C)C2)cc1 (stereo unspecified)	-6	17	0	4	4	-2	3	0
O=C(CCN1CCCC1)c1cccs1	-4	8	3	1	16	-27	-9	-4
COCC(=O)O[C@]1(CCN(C)CCCc2nc3ccccc3[nH]2)CCc2cc(F)ccc2[C@@H]1C(C)C	-4	54*	0	67*	6	-18	-10	-7

Continued, overlapping the part above by four compounds.
SMILES	SENP7 block	Apaf1 inhib	SENP1 inh	UBC13 inh	SENP8 block-1	SENP6 inh	SENP8 block-2	A3G deaminase
O=C(NCN1CCCCC1)c1cnccn1	0	2	3	-5	7	5	6	2
CCN(c1ccccc1)S(=O)(=O)c1ccc(C(=O)N2CC(C)CC(C)C2)cc1 (stereo unspecified)	-6	17	0	4	4	-2	3	0
O=C(CCN1CCCC1)c1cccs1	-4	8	3	1	16	-27	-9	-4
COCC(=O)O[C@]1(CCN(C)CCCc2nc3ccccc3[nH]2)CCc2cc(F)ccc2[C@@H]1C(C)C	-4	54*	0	67*	6	-18	-10	-7
CC(C)(C)OC(=O)N1CCC(c2c(C(=O)N3CCN(C4CCCCC4)CC3)cnn2-c2ccccc2)CC1	-13	13	2	-5	10	5	-1	3
Cc1nn(-c2ccccc2)c(=O)c2ccccc12	-4	7	2	-9	4	-3	-5	-17
Nc1ncnc(N2CCOCC2)c1N	0	2	-7	-11	10	19	7	-5
O=C(NCc1cccs1)c1ccccc1	2	5	-1	-3	13	-15	4	-4
CCC(=O)OC1(C)C(=O)C=C2C=C(CCCC(=O)OC)OC=C2C1=O (stereo unspecified)	1	-4	4	-64	-33	-3	5	-7
CC(C)n1ncc2c(C(=O)N3CCN(Cc4ccc(Cl)s4)CC3)cc(C3CC3)nc21	1	24	-3	9	-9	-8	4	-9
Cc1cc2c(nn1)CCC/C2=N\O	0	3	2	-1	12	-11	-6	-1
CCOc1ccc(CCNC(=O)c2ccc3c(=O)n4c(nc3c2)CCCCC4)cc1	-3	9	-1	-1	5	-4	-2	-7
O=C1c2ccccc2C(O)(Cc2ccccc2)N1CCCN1CCOCC1 (stereo unspecified)	3	-24	1	1	3	-19	-3	-6
O=C(CSc1nc2ccc([N+](=O)[O-])cc2[nH]1)NCCc1ccccc1	-6	-10	0	13	15	-5	-2	-4
CC(=O)N1CCN(c2ccc([N+](=O)[O-])c(NCc3cccnc3)c2)CC1	-12	6	3	-54	19	-8	-3	26
Cc1onc(-c2ccccc2Cl)c1C(=O)NC(=S)NCCc1ccccc1	-1	0	2	14	15	7	0	-3
Cc1ccc(S(=O)c2ccc(C)cc2)cc1	-6	-9	-2	2	-5	-12	-7	-5
CC1(C)Cc2c(sc3nc(SCC(=O)O)nc(N)c23)CO1	7	-16	2	2	3	4	-5	7
O=C(Nc1nc2ccccc2s1)c1ccc(N2CCCCC2)c([N+](=O)[O-])c1	54*	7	-1	-21	39	52*	35	-6
Cc1ccc(CNC(=O)C2CCN(c3nc(C)cc(C)n3)CC2)cc1	1	-20	1	-4	-18	-3	7	-4
CCOc1cc(N2CCOCC2)c(OCC)cc1NC(=O)c1ccc(S(C)(=O)=O)cc1	1	-13	22	-1	3	6	-2	-3
Cc1c(NC(=O)OCCNC(=O)COc2ccc(Cl)cc2Cl)sc(=S)n1C	-1	2	1	-5	19	-17	-7	-4
CC(C)N1C(=O)CCC1C(=O)NCc1ccc(F)cc1Cl (stereo unspecified)	-5	12	-1	-1	13	-10	-15	-10
COc1ccc(C(=O)c2oc3ccccc3c2NC(C)=O)cc1	8	12	-4	23	-302	2	7	-4
COC(=O)Cc1ccc(O)c(N)c1	2	-2	-1	-1	10	8	-2	-6
CSCCC(NC(=O)c1ccccc1Br)C(=O)NCCCn1nc(C)cc1C (stereo unspecified)	4	3	1	1	12	-8	3	-10
C=CCn1c(SCC(=O)N(C)C2CCS(=O)(=O)C2)nnc1-c1ccccc1 (stereo unspecified)	3	-6	3	-9	5	-6	2	-13
CCn1c(C)nnc1SCC(=O)Nc1ccccc1Cl	-1	-5	1	5	11	9	3	-5
O=C(NCc1ccccc1)C12CN(Cc3ccccc3)CC1C(c1cccc([N+](=O)[O-])c1)=NO2 (stereo unspecified)	-4	16	-1	-13	-2	6	4	3
CCc1ccc(NC(=O)N(C2CCC(C)CC2)C2CCN(C(C)=O)CC2)cc1 (stereo unspecified)	-13	4	0	-4	11	-19	-9	-5
CCN(C(=O)CCS(=O)(=O)c1cc2c(cc1Cl)NC(=O)CO2)c1ccccc1	0	5	-1	0	11	-5	5	-1
COc1ccccc1NCCC(=O)OCC(=O)NC1CCCC(C)C1C (stereo unspecified)	7	6	1	-4	11	4	4	-2
CCN(c1ccccc1)S(=O)(=O)c1ccc(C(=O)N(CCN(C)C)c2nc3c(F)cc(F)cc3s2)cc1	-4	1	.	7	.	-7	-3	-6
COc1ccc(-c2nc(C#N)c(NCc3ccco3)o2)cc1	-3	-3	0	12	-384	-16	-6	-3

Some entries already given, reduced to A3G deaminase and SENP8 block-1:
mol	A3G deaminase	SENP8 block-1
CCN(c1ccccc1)S(=O)(=O)c1ccc(C(=O)N2CC(C)CC(C)C2)cc1 (stereo unspecified)	0	4
CN1C(=S)SC(N2OC3C(=O)N(c4ccccc4)C(=O)C3C2c2ccc(Cl)cc2)C1(C)C (stereo unspecified)	-7	26

More structures follow:
SMILES	SENP7 block	Apaf1 inhib	SENP1 inh	UBC13 inh	SENP8 block-1	SENP6 inh	SENP8 block-2	A3G deaminase
Cc1cc(/C=N/n2cnnc2)c(C)n1-c1cc(Cl)ccc1Cl	15	2	-5	-4	-15	9	1	-1
Cc1cccc(NC(=O)c2cc([N+](=O)[O-])ccc2NC2CCCCC2)c1	4	9	-6	0	26	5	1	-2
NCCCCCc1nnc(SCc2cccc(Cl)c2)o1	3	-6	1	6	31	3	8	-5
Cc1noc(C)c1CSc1nc2cc(S(=O)(=O)N3CCOCC3)ccc2o1	-6	-2	1	-5	9	4	3	46*
CCN1C(=O)/C(=C2/C=Cc3ccccc3N2C)OC1=S	3	-1	-5	-145	6	-8	-3	1
CCc1ccc(NC(=O)c2ccccc2NC(=O)C2CCCO2)cc1 (stereo unspecified)	1	3	3	4	-7	4	-6	-4
N#CC(c1nc2ccccc2nc1OCCO)S(=O)(=O)c1ccccc1 (stereo unspecified)	4	-8	-33	-1	-54	18	9	-1
O=C1/C(=C/c2ccco2)SC(=S)N1C1CCS(=O)(=O)C1 (stereo unspecified)	-6	20	-8	-14	35	-8	-9	18
COc1cccc(NC(=O)CN(C)CC(=O)NCC(=O)Nc2ccc(F)cc2)c1	12	9	-3	-1	9	-9	0	6
CC(=O)N1CCN(C(=O)CCc2nnc(CCCCc3ccccc3)o2)CC1	-6	5	1	-10	3	-31	-12	-6
CCCNC(=O)c1cccc(C(F)(F)F)c1	-1	-13	2	-5	10	6	-2	-7
CC(=O)Nc1ccc(C(=O)OCC(=O)Nc2ccc(S(=O)(=O)N3CCOCC3)cc2)cc1	-2	14	1	-16	6	-15	-20	-3
CC(C)[C@H]1COCCS(=O)(=O)N1Cc1ccccc1-c1ccccc1	2	18	-1	.	4	.	.	9
CC(NS(=O)(=O)c1ccccc1)c1n[nH]c(=S)n1-c1ccccc1 (stereo unspecified)	-1	-25	1	9	18	-5	15	17
CN(O)/C=N/C(=S)Nc1ccc(Cl)cc1Cl	-5	-1	1	-15	15	-31	-8	-8
COc1cc(/C=N/NC(=O)c2ccc(COc3cc(C)ccc3C(C)C)cc2)cc(OC)c1O	4	-10	2	-1	-104	9	-2	0
O=C(Nc1c2c(nn1-c1ccccc1)CS(=O)C2)c1ccc(S(=O)(=O)N2CCOCC2)cc1 (stereo unspecified)	-258	3	0	-4	27	1	0	-7
N#CC1=C2SCCN2C(=O)C(C#N)C12CCCCC2 (stereo unspecified)	3	-9	4	3	16	3	6	-12
O=C(c1cccn2c(=O)c3cc4ccccc4cc3nc12)N1CCN(c2ccccc2)CC1	70*	5	.	-58	.	45	28	0
COc1cccc(C2c3[nH]c4ccccc4c3C[C@H]3C(=O)N(C)CC(=O)N23)c1 (stereo partly specified)	-4	-1	-10	-6	-2	-5	-13	-8
CC(C)CCN1CCC(n2nccc2NC(=O)C2CCOC2)CC1 (stereo unspecified)	5	-3	1	11	3	-6	-1	-6
c1ccc(Cn2c(Sc3nnnn3-c3ccccc3)nnc2-c2ccccc2)cc1	-11	6	1	2	0	-27	-7	7
O=C1CCCN1CCC1CCCCN1Cc1nc(COc2ccccc2)no1 (stereo unspecified)	3	-12	2	-2	19	2	-3	-1
O=C1CC(c2ccccc2)n2nc(N3C(=O)CCC3=O)nc2N1 (stereo unspecified)	8	-4	3	-3	11	-4	-5	0
O=C(COC(=O)c1ccc(O)cc1)NCC1COc2ccccc2O1 (stereo unspecified)	7	-6	-2	10	6	-5	1	-7
COc1ccc(-c2nc3n(c(=O)c2C#N)CCS3)cc1OC	4	20	-4	6	-428	8	6	-8
Cc1c(CC(=O)N2CCN(C(=O)C3COc4ccccc4O3)CC2)c(=O)oc2cc(O)c(Cl)cc12 (stereo unspecified)	-2	-2	-22	16	-281	9	-2	-6
O=C(c1cc(S(=O)(=O)N2CCOCC2)c(Cl)cc1Cl)N1CCCCC1	16	-19	0	6	2	-26	-1	-5
O=C(CCN1C(=O)c2ccccc2C1=O)NNC(=O)c1ccc(Cl)cc1Cl	-9	9	2	1	-4	-12	-11	-8
COc1cccc(N2CCN(C(=O)C3CCN(S(=O)(=O)c4ccc5c(c4)CC(C)N5C(C)=O)CC3)CC2)c1 (stereo unspecified)	5	5	-1	0	16	5	0	-6
COc1ccc(NC(=O)CSc2n[nH]c(N)n2)c([N+](=O)[O-])c1	5	-5	1	1	21	-6	0	2
COc1ccc(C(=O)O)cc1S(=O)(=O)Nc1ccc(Oc2ccccc2)cc1	-8	-1	1	-12	-12	-4	-10	-2
COc1ccc(OCC(=O)Nc2cccc(-c3nc4ccccc4[nH]3)c2)cc1	76*	-10	0	2	-20	74*	61*	-8
